CCHFV vOTU inh – CCHFV vOTU protease inhibition; Pep-AMC fluorescence; inhibition, % at 11.5 µM; hit rate 0.55% among 370,000; also: 0% = vehicle wells with enzyme and 100% = no enzyme wells
FadD28 binding – inhibitors of Mycobacterium tuberculosis FadD28 bisubstrate binding. inhibition, % at 12.5 µM. FadD28 bisubstrate probe binding, fluorescence polarization. hit rate 0.22% among 360,000. AID 588549; in the data active = inhibition above about 8.5%, passing the limit was not always enough; inconclusive = no clear call, values can overlap the other calls
BoNT F protease – BoNT F light chain protease inhibition; Multiplex microsphere protease cleavage assay, flow cytometry; inhibition, % at 10 µM; hit rate 0.22% among 360,000; AID 588497; in the data active = inhibition above about 35%, passing the limit was not always enough; inconclusive = no clear call, values can overlap the other calls; also: plate controls were buffer without enzyme for full effect and enzyme alone for no effect
FBA Mtb inh – Mtb fructose-bisphosphate aldolase inhibition | P9WQA3 | purified M. tuberculosis FBA, fluorescence read-out | inhibition, % at 1 µM | hit rate 2.3% among 360,000 | AID 588726; in the data active = inhibition above about 27%;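 also: 0% = vehicle and 100% = reference inhibitor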
Target sequence (P9WQA3 whole entry, looked up): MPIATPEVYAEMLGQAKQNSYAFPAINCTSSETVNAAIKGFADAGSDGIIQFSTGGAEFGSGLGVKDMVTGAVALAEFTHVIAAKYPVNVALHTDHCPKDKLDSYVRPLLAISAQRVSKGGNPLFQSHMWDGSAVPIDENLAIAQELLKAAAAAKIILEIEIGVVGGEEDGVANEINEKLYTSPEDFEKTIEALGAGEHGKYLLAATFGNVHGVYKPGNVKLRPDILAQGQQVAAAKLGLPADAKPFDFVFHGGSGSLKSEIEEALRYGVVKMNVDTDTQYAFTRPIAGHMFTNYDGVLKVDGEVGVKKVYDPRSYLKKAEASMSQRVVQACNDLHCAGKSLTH
PrPC surface inh – cell surface PrPC inhibition, primary TR-FRET screen; P04156; TR-FRET read-out; inhibition, % at 13.8 µM; hit rate 0.43% among 370,000; AID 720596; in the data active = inhibition above about 24%; also: 0% = median of the test wells and 100% = reference compound wells
Mtb BioA inh – inhibitors of Mycobacterium tuberculosis BioA enzyme | purified M. tuberculosis BioA enzyme, plate reader | inhibition, % at 9.99 µM | hit rate 0.096% among 360,000 | AID 602481; in the data active = inhibition above about 40%; inconclusive = no clear call, values can overlap the other calls
BoNT-A LC inh2 – blocks Botulinum neurotoxin A light chain protease | hit rate 0.17% among 360,000 | AID 588499 | inhibition, % at 10 µM | multiplex microsphere protease substrate cleavage, flow cytometry; in the data active = inhibition above about 30%; inconclusive = no clear call, values can overlap the other calls; also: plate controls were buffer without enzyme for full effect and enzyme alone for no effect
GDH-TPI counter – counter-screen for M. tuberculosis FBA inhibitors: GDH-TPI coupled enzymes | GDH-TPI coupled enzyme counterscreen, NADH absorbance | inhibition, % at 4.8 µM | hit rate 1.2% among 360,000;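 also: 0% = DMSO wells and 100% = wells lacking the enzyme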
Mtb UGM inh – Mtb UDP-galactopyranose mutase inhibition; AID 504406; P9WIQ1; hit rate 0.06% among 320,000; inhibition, % at 10 µM; purified UGM, fluorescence polarization probe displacement; in the data active = inhibition above about 10%, passing the limit was not always enough; inconclusive = no clear call, values can overlap the other calls
Target sequence (P9WIQ1 whole entry, looked up): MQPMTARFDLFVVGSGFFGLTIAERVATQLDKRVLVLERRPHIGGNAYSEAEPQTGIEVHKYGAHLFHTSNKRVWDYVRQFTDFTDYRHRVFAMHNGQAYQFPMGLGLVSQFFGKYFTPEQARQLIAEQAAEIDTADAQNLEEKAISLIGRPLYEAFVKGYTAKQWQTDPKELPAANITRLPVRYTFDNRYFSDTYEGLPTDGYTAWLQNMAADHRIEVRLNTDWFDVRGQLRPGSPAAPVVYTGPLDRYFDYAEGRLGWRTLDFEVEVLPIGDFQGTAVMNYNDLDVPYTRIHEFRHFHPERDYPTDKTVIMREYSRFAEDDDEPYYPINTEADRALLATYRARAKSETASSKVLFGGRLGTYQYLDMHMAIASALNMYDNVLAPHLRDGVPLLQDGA
Active calls of the source: *; ? = inconclusive; nt = no result given; & = joins results of further samples. Rule as the data show it, unless noted: active = inhibition above about 30%; inactive = the rest.

SMILES	CCHFV vOTU inh	FadD28 binding	BoNT F protease	FBA Mtb inh	PrPC surface inh	Mtb BioA inh	BoNT-A LC inh2	GDH-TPI counter	Mtb UGM inh
CCCCCCCCCC(=O)N/N=C/c1ccc(C)s1	12	-2.0	-51	-4	0	nt	-6.7	-2	-0.7
O=C(O)/C=C/c1ccc(S(=O)(=O)NCc2ccco2)cc1	8	-2.2	-7	0	-7	nt	0.8	7	3.4
N#C/C(=C(/O)c1ccc([N+](=O)[O-])cc1)c1nc2ccccc2[nH]1	15	2.4	1	-1	0	6.1	0.9	2	2.2
O=C1NC[C@H](Cc2ccccc2)N(C[C@@H]2CCCN2C[C@H](Cc2ccc(O)cc2)N2C[C@H](Cc3ccccc3)N(CC3CCCCCC3)C(=O)C2=O)C1=O	23	nt	1	nt	4	nt	-0.6	nt	nt
Cc1cccc(N2CCN(C(=O)c3cccs3)CC2)c1C	-3	-3.0	?	-1	12	2.5	-2.0	10	-0.5
CCOCCn1c(CN2CCCCC2C)nc2c1c(=O)n(C)c(=O)n2C (stereo not drawn)	-3	0.8	-19	-1	4	-0.6	-0.9	-4	-2.6
Cc1cccc(C)c1OCc1nc2ccccc2[nH]1	8	-2.8	-1	1	-4	nt	0.0	7	-0.3
Cc1cc2cc(CNC(=O)c3ccc(S(=O)(=O)N4CCOCC4)cc3)ccc2n1C	-3	1.0	-92	3	43*	-0.4	81*	10	-0.8
CN(C)S(=O)(=O)N1C(=O)c2ccccc2C1=O	5	-2.2	14	1	4	-0.6	-0.8	3	0.8
Cn1ccnc1CC(O)(c1ccccc1)c1ccccc1	-2	-2.6	-11	1	-10	-1.5	0.0	9	3.4
S=C(NCc1ccco1)N1CCN(c2ccccc2Cl)CC1	8	-4.2	-12	1	0	0.5	-1.1	-5	4.2
CCn1c2ccccc2c2cc(NC(=O)c3ccccc3[N+](=O)[O-])ccc21	9	-0.7	-15	-2	-1	nt	-0.1	3	0.1
COC(=O)C1=C(c2cccc(OC)c2OC)C[C@@H]2CC[C@H]1N2C(=O)NCCCOC(C)C	0	-3.2	8	-3	-2	0.0	-0.1	11	1.1
CCC(C)/C(C)=N/NC(=O)c1ccc(COc2ccc(Cl)c(C)c2)cc1 (stereo not drawn)	0	0.3	-1	3	2	nt	0.6	2	3.6
Cc1ccc(C)c(S(=O)(=O)N2CCN(C(=O)CNC(=O)c3sc4ccccc4c3Cl)CC2)c1	2	-3.5	2	0	2	-1.1	-0.7	-7	nt
Cc1ccc(-n2c(C)cc(/C=N/NC(=O)CN(c3ccc(C)cc3C)S(C)(=O)=O)c2C)cc1	6	1.3	-16	5	6	-0.8	-1.6	-4	2.6
COc1ccc(/C=C(/C#N)C(=O)Nc2ccccc2C)cc1C(=O)O	14	-0.2	-2	-5	2	-1.4	-0.3	25	0.0
CCS(=O)(=O)Nc1cccc(C2=NN(S(=O)(=O)c3ccc(F)cc3)C(c3cccs3)C2)c1 (stereo not drawn)	4	-2.8	-19	-1	13	nt	-0.5	-1	4.0
COc1ccc(C2/C(=C(/O)c3ccccc3)C(=O)C(=O)N2CCCN2CCOCC2)cc1 (stereo not drawn)	-2	0.3	-21	0	2	-0.9	-2.1	5	-0.7
CSc1cccc(NC(=S)N(CCC(C)C)C2CCN(C(C)C)CC2)c1	16	-5.7	-2	2	0	0.3	0.2	-3	5.8
Cn1c(NCC2CCCCC2)nc2cc(-c3ccsc3)sc2c1=O	1	-2.5	3	0	-1	0.6	0.1	3	nt
CCOC(=O)c1ccc(NC(=S)NCCCN2CCCC2=O)cc1	-8	-1.5	-3	0	7	-1.3	-1.7	-2	-4.2
O=C1CSC(c2cccc(Cl)c2Cl)N1c1ccccn1 (stereo not drawn)	-11	-1.9	-5	-3	-7	nt	-0.3	9	-2.7
COC(=O)CN1C(=O)N(c2ccccc2)C(N(O)C(=O)Nc2ccccc2)C1(C)C (stereo not drawn)	-6	-4.6	0	-3	-1	-1.3	-0.7	14	-0.4
CCCCN1C(=O)C2ON(c3ccccc3C)C(c3ccco3)C2C1=O (stereo not drawn)	nt	0.2	-5	2	nt	0.3	-0.7	5	2.8

Structural class, those above with an aryl methoxy group (3)
SMILES	CCHFV vOTU inh	FadD28 binding	BoNT F protease	FBA Mtb inh	PrPC surface inh	Mtb BioA inh	BoNT-A LC inh2	GDH-TPI counter	Mtb UGM inh
COC(=O)C1=C(c2cccc(OC)c2OC)C[C@@H]2CC[C@H]1N2C(=O)NCCCOC(C)C	0	-3.2	8	-3	-2	0.0	-0.1	11	1.1
COc1ccc(/C=C(/C#N)C(=O)Nc2ccccc2C)cc1C(=O)O	14	-0.2	-2	-5	2	-1.4	-0.3	25	0.0
COc1ccc(C2/C(=C(/O)c3ccccc3)C(=O)C(=O)N2CCCN2CCOCC2)cc1 (stereo not drawn)	-2	0.3	-21	0	2	-0.9	-2.1	5	-0.7

(continued)
SMILES	CCHFV vOTU inh	FadD28 binding	BoNT F protease	FBA Mtb inh	PrPC surface inh	Mtb BioA inh	BoNT-A LC inh2	GDH-TPI counter	Mtb UGM inh
COC(=O)C[C@@H]1C[C@H]2c3cc(NS(=O)(=O)c4ccccc4)ccc3O[C@H]2[C@@H](CO)O1	-7	-2.2	-8	-3	5	0.5&-3.5	-0.5	4	nt
CSc1nnc2sc3cc(C)ccc3n12	-8	-0.5	5	5	-4	1.6	-0.3	12	nt
O=C(Cc1ccc(Cl)cc1)Nc1ccc2c(c1)C(=O)NC2=O	-30	-0.5	-1	60*	12	nt	-0.2	5	-1.1
COc1cccc(S(=O)(=O)N(C)C[C@H]2OCc3cnnn3CCCC(=O)N([C@H](C)CO)C[C@@H]2C)c1	-10	-3.2	-1	-2	2	0.1&0.7	-0.5	0	nt
CN(C)Cc1cc(C(C)(C)c2cc(CN(C)C)c(O)c(CN(C)C)c2)cc(CN(C)C)c1O	1	-1.6	-46	2	-4	-3.1	-3.5	4	0.9
NC(=O)c1csc(C2OC(CO)C(O)C2O)n1 (stereo not drawn)	0	nt	9	nt	20	nt	-0.4	nt	nt
Cc1ccccc1OCc1nc2ccccc2c(=O)n1/N=C/c1ccco1	15	-5.6	0	-1	-3	0.1	0.5	7	3.2
Cc1cccc(NC(=O)CSc2nc3nc(C)cc(C)n3n2)c1	-15	-2.6	2	0	11	24	1.3	-9	0.9
C[C@H](CO)N1C[C@H](C)[C@@H](CN(C)Cc2ccc3c(c2)OCO3)OCc2cnnn2CCCC1=O	-9	-0.1	3	0	3	1.1&-1.0	0.0	6	nt
CCc1nc2ccccc2c(C(=O)OCC(=O)Nc2cccc(S(=O)(=O)NC3=NCCCCC3)c2)c1C	-4	-10	2	-1	21	21	-0.4	6	0.6
COc1ccc(Cl)cc1NC(=O)C/C(C)=N/NC(=O)CC#N	3	-1.6	-12	-3	-3	0.5	-0.2	3	2.6
CC(C)(C)c1ccc(C(=O)NNC(=O)c2ccc(Cl)cc2)cc1	5	-1.7	3	2	-1	nt	0.0	-5	nt
CC(C)(C)NC(=O)COC(=O)c1c2c(nc3ccccc13)CCC2	4	-4.3	-24	3	0	0.3	-0.4	10	-1.3
Cc1ccc(-c2cnc(C(O)c3c(C)cccc3C)[nH]2)cc1 (stereo not drawn)	-4	-1.8	-10	1	12	-0.1	-0.3	5	nt
CCNC(=O)C(=O)NCCC1CCCCN1S(=O)(=O)c1cccs1 (stereo not drawn)	-5	-1.8	?	130*	2	1.6	3.1	12	-0.9
COc1cc(C(=O)N2CCN(C3CCC(C)CC3)CC2)cc(OC)c1OC (stereo not drawn)	-9	-1.3	-2	2	9	-0.9	-1.2	-1	-0.1
Fc1ccc(-c2nc(-c3cccs3)no2)cc1	4	-0.4	nt	-1	-2	nt	nt	9	-1.2
Cc1ccccc1C(=O)NNC(=O)c1ccoc1C	-11	-0.6	3	4	-6	-1.6	0.4	13	-0.4
Cc1c(CC(=O)NCCCCCC(=O)O)c(=O)oc2c(C)c3oc4c(c3cc12)CCCC4	-34	-0.4	3	13	2	-0.4	0.7	8	1.0
Cc1ccc(Nc2nc(-c3ccncc3)nc3ccccc23)cc1	6	0.4	nt	1	-12	-0.1	nt	8	1.1
O=C(Cn1cnc2ccccc2c1=O)NCC(=O)N1CCN(Cc2ccc3c(c2)OCO3)CC1	-2	0.1	0	0	6	-0.4	0.3	7	-1.7
CCCCn1c(N)c(N(CCC(C)C)C(=O)c2ccc(-c3ccc([N+](=O)[O-])cc3)o2)c(=O)[nH]c1=O	-9	-1.1	4	3	-10	-2.6	-0.4	11	2.3
Cc1ccc(OCCC(=O)N(CC(=O)Nc2ccccc2C(F)(F)F)Cc2ccco2)cc1	6	-5.3	2	-2	7	-2.9	-0.8	-1	nt
COc1cc(CC(=O)NNC(=O)c2cc(C)oc2C)cc(OC)c1OC	-15	-3.3	-13	0	6	-0.6	-0.4	1	-1.6
Cc1cc(C=O)c(O)cc1O	15	-0.3	-1	-5	-2	-0.3	-0.8	52*	3.0
SMILES	CCHFV vOTU inh	FadD28 binding	BoNT F protease	FBA Mtb inh	PrPC surface inh	Mtb BioA inh	BoNT-A LC inh2	GDH-TPI counter	Mtb UGM inh
Cc1nc(-c2cccc(NC(=O)c3ccc(Cl)c(S(=O)(=O)N4CCCC4)c3)c2)cs1	6	1.2	-3	5	13	-0.6	-0.2	4	nt
O=c1[nH]c2cccnc2n(CCNc2ncc(C(F)(F)F)cc2Cl)c1=O	4	-0.3	-7	2	3	nt	0.7	4	0.0
Cc1ccc(C(=O)N2CCOCC2)c(F)c1F	-17	-0.6	8	1	6	-1.2	1.2	-3	-1.3
O=[N+]([O-])c1ccc(N2CCOCC2)c(S(=O)(=O)N2CCOCC2)c1	4	-0.4	-2	2	-6	0.1	-0.3	8	-1.6
Cc1noc(C)c1C(c1ccccc1)c1ccccc1	nt	-3.1	1	-2	nt	nt	-0.8	-6	3.1
CN(N=Cc1ccccc1O)c1ccc2ccccc2n1	-11	1.4	1	6	-2	0.3	-0.1	16	nt
Cc1nn(Cc2ccccc2)c(C)c1C(=O)N1CCN(CC(=O)Nc2ccc(F)cc2)CC1	-9	-2.5	0	2	-2	0.4	-0.2	5	2.5
CCCCCCCCCCCCN1[C@@H](CC(C)=O)c2cc(C(F)(F)F)ccc2S1(=O)=O	-3	1.7	-4	-2	-1	0.0	0.8	5	-4.4
CC(=O)c1ccc(N=c2scc(C)n2C(C)C)cc1	4	1.0	-5	2	0	nt	-0.8	11	-2.6
NNC(=O)c1ccc(S(=O)(=O)N2CCc3ccccc32)cc1	-3	-1.3	5	3	8	0.9	-3.2	-10	5.8
COc1cc(=O)[nH]c(=O)n1CC(=O)c1ccccc1	3	-1.1	-9	7	6	-2.8	-0.5	-9	1.7
CCCn1nnc(NC(=O)Cc2ccccc2)n1	20	-2.0	-17	0	10	-0.2	-0.1	1	-0.4
CC1=CC(=C2N=C(c3ccccc3)OC2=O)C=C(C)O1	-1	-3.9	-3	-11	-5	-5.4	0.5	2	4.1
Nc1ncccc1OCc1cccc(C(F)(F)F)c1	-10	-1.8	2	0	-2	nt	-0.7	4	nt
CCn1c(SCC(=O)N/N=C/c2ccccc2OCC(=O)O)nnc1-c1ccc(C)cc1	-14	-3.1	4	-1	-5	-0.8	0.0	10	3.5
CCCc1n[nH]c(=S)n1Cc1ccco1	7	-0.1	-5	4	5	0.4	-0.7	16	1.2
O=C(CN(CCc1ccccc1)C(=O)c1csnn1)NCc1ccc(F)cc1	7	-0.9	-1	1	-7	-1.7	-2.1	-2	-2.7
COc1ccc(OC)c(-c2nc(C(=O)NC3CCN(Cc4ccccc4)CC3)cc3c2[nH]c2ccccc23)c1	-4	-3.5	-21	13	-10	-0.2	-0.4	14	-2.7
O=C(Nc1cccc(/C=C/c2ccccn2)c1)c1cc(Cl)ccn1	-9	-4.6	-15	0	-2	-0.7	-0.5	0	-0.2
CC(Sc1nnc(N)s1)c1ccccc1Cl (stereo not drawn)	1	-3.2	0	1	-2	0.3	-0.4	3	0.1
O=C1c2ccccc2C(=O)N1c1cccnc1	-2	-0.4	11	2	-3	0.0	0.3	-4	-0.4
CC(OC(=O)c1cccc(-n2cnnn2)c1)c1nc2ccccc2c(=O)[nH]1 (stereo not drawn)	8	-2.9	-5	3	6	1.3	-1.0	11	0.9
Cc1ccccc1NC(=O)C(=O)NCCCN1CCOCC1	13	-1.1	1	-3	2	nt	0.4	-2	2.3
